# TrxR1 substrate: qHTS Assay for Substrates of Mammalian Selenoprotein Thioredoxin Reductase 1 (TrxR1): qHTS; purified TrxR1 substrate turnover, NADPH consumption readout; Potency, µM (titrated, usually from 114 µM), for the others: at the top dose activity change, negative = substrate turnover; 390,000 compounds, 0.01% hits; AID 588456, 2011; note: potency is the fitted concentration of half-maximal effect; % is set by controls: 0 for no effect and ±100 for the full control effect; nearly all actives have a fitted effect of over 50% in size
#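 Rat TrxR1, dispensed at 90 nM, was prereduced with 400 uM NADPH (final) for 5 min at ~22 deg C, then incubated with compound 15 min before 400 uM selenite. A first-read NADPH fluorescence drop versus no-compound background flagged substrates.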
# rTrxR1 inhibitor: qHTS Assay for Inhibitors of Mammalian Selenoprotein Thioredoxin Reductase 1 (TrxR1): qHTS. Thioredoxin reductase 1, cytoplasmic (Rattus norvegicus), O89049. recombinant rTrxR1, NADPH fluorescence consumption, selenite substrate. Potency, µM (titrated, usually from 114 µM), inactives show top-dose activity change, negative = inhibition, hits mostly inhibitors. 390,000 compounds, 1% hits. AID 588453, 2011; note: potency is the fitted concentration of half-maximal effect; % is set by controls: 0 for no effect and ±100 for the full control effect; nearly all actives have a fitted effect of over 65% in size
#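 Rat TrxR1 (90 nM in the dispensed reagent) was pre-reduced with 400 uM NADPH for 5 min at room temperature, then incubated with compound for 15 min. After 400 uM selenite was added, NADPH fluorescence (Ex 340/Em 450 nm) was followed for 8 min.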
# mIDH1 inhibitor: qHTS for Inhibitors of mutant isocitrate dehydrogenase 1 (IDH1): qHTS | IDH1-R132H enzyme, NADPH consumption, diaphorase/resazurin fluorescence | Potency, µM (highest dose often 76.6 µM), inactives show top-dose activity change, negative = inhibition, actives largely listed as inhibitors | 390,000 compounds, 0.093% hits | AID 602179, 2012; note: potency is the fitted concentration of half-maximal effect; % is set by controls: 0 for no effect and ±100 for the full control effect; nearly all actives have a fitted effect of over 65% in size
#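 IDH1-R132H (0.5 ug/mL) preincubated 30 min with compound, then NADPH (0.016 mM) and alpha-KG (2 mM) added; 80 min at RT, pH 7.5. Remaining NADPH coupled via diaphorase/resazurin to fluorescence (540/590 nm); concentration-response curves normalized to no-enzyme control.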
# Vif-APOBEC3G blk: qHTS for Inhibitors of Vif-A3G Interactions: qHTS; DNA dC->dU-editing enzyme APOBEC-3G (Homo sapiens), Q9HC16; HeLa A3G-eYFP + Vif (tagged APOBEC3G with the HIV-1 protein that degrades it), YFP fluorescence, overnight; Potency, µM (top dose mostly 46.1 µM), without a hit: at the top dose activity, negative = active, usual class: inhibitors; 410,000 compounds, 0.076% hits; AID 602310, 2012;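 note: potency is the fitted concentration of half-maximal effect; % is set by controls: 0 for no effect and ±100 for the full control effect; nearly all actives have a fitted effect of over 60% in size; hits raise eYFP signal because A3G escapes Vif-driven loss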
#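 HeLa cells stably expressing Vif and C-terminally eYFP-tagged A3G, seeded overnight at 37 deg C, then exposed to compound by pintool overnight at 37 deg C. Rise in yellow fluorescence (Ex 488/Em 500-530, Acumen) marks blocked Vif-driven A3G degradation.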
# RGS4 inhibitor: Inhibitors of Regulator of G Protein Signaling (RGS) 4: qHTS; Transcreener GDP fluorescence polarization, RGS4-accelerated GTP hydrolysis; Potency, µM (doses to about 114 µM), inactives show top-dose activity change, negative = inhibition, most hits filed as inhibitors; 390,000 compounds, 0.039% hits; AID 504845, 2011; note: potency is the fitted concentration of half-maximal effect; % is set by controls: 0 for no effect and ±100 for the full control effect; nearly all actives have a fitted effect of over 75% in size; some results filed as inactive show a strong effect at the top dose
# Target sequence (P49798 whole entry, looked up): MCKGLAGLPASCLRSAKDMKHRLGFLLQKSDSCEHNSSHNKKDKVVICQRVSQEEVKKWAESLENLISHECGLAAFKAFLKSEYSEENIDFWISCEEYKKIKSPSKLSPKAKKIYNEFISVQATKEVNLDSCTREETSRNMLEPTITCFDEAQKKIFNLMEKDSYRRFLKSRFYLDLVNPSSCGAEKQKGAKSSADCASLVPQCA
#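 MLSMR compounds (23 nl, pin-transferred) preincubated 10 min at room temperature with a 500nM (2x) first reagent, then RGS4 at 900nM (2x) plus Transcreener GDP mix added; fluorescence polarization (620/688 nm) read before and after 90 min at 30 °C.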
# GRP78 ERSR act: qHTS for Inducers of the Endoplasmic Reticulum Stress Response (ERSR) in Human Glioma: qHTS; U87-MG GRP78 promoter luciferase reporter, 16 h; Potency, µM, for the others: at the top dose activation, hits mostly activators; 420,000 compounds, 0.02% hits; AID 602332, 2012; note: potency is the fitted concentration of half-maximal effect; series mostly up to about 76 µM; % of control where 0% means no effect; nearly all actives have a fitted effect of over 35% in size
#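 Stably transfected U87-MG glioma cells carrying a GRP78-based luciferase sensor; 16 h compound incubation. Luminescence end-point read 10 min after Bright-Glo addition at room temperature.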
# USP1-UAF1 inh: Inhibitors of USP1/UAF1: Primary Screen | Ubiquitin carboxyl-terminal hydrolase 1 (Homo sapiens), O94782 | recombinant USP1/UAF1, Ub-Rhodamine cleavage fluorescence | Potency, µM (highest dose often 57.1 µM), inactives show at the highest dose activity change, negative = inhibition, most hits filed as inhibitors | 390,000 compounds, 0.23% hits; note: potency is the fitted concentration of half-maximal effect; % is set by controls: 0 for no effect and ±100 for the full control effect; nearly all actives have a fitted effect of over 60% in size; inactives centre near -12
# Target sequence (O94782 whole entry, looked up): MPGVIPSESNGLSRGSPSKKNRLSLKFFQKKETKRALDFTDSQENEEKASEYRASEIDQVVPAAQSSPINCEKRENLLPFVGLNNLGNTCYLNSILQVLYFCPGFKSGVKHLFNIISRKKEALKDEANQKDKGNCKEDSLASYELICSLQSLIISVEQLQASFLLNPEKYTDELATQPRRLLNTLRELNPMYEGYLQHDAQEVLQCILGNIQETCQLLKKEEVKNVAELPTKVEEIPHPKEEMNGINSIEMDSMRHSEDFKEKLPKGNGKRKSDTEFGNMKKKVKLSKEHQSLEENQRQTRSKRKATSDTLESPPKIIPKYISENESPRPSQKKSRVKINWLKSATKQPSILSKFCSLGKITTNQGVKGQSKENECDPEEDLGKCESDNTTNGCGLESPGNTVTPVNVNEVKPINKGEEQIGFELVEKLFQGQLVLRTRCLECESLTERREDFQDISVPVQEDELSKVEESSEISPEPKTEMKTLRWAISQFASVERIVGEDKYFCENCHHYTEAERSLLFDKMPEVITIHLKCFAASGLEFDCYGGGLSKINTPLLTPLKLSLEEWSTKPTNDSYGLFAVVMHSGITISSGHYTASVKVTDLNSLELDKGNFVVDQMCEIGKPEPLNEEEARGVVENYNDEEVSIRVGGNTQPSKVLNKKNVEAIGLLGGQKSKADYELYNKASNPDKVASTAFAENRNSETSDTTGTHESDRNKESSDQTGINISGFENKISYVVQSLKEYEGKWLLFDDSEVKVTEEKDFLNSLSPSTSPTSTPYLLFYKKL
#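 USP1/UAF1 complex at 1 nM was preincubated with compound for 15 min at room temperature, then Ub-Rho substrate (150nM final) was added. Fluorescence (480/540 nm) was read kinetically, 6 reads every 60 seconds.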
# LDHA block: qHTS assay for inhibitors of human lactate dehydrogenase; 480,000 compounds, 0.15% hits; activity change, % (values are at about 110 or 230 µM); purified LDHA, NADH/diaphorase-resazurin fluorescence; hits give low values; AID 1347041, 2019; in the data active = activity change below about -30%; inconclusive = mostly about -25% to -30%;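 note: plate controls were DMSO wells for no effect and wells without enzyme for full effect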
#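 Human LDH5 at 2 nM final in Tris HCl pH 7.4 with 0.06 mM NADH and 0.2 mM pyruvate, reacted 5 minutes at room temperature. Remaining NADH coupled via diaphorase/resazurin; resorufin fluorescence read at 0 and 20 minutes, normalized to enzyme-free and DMSO wells.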
# Vif-APOBEC3F blk: qHTS for Inhibitors of Vif-A3F Interactions: qHTS. HeLa A3F-eYFP + Vif (tagged APOBEC3F with the HIV-1 protein that degrades it), YFP fluorescence increase. Potency, µM (titrated, usually from 46.1 µM), inactives show top-dose activity, negative = active. 390,000 compounds, 0.2% hits; note: potency is the fitted concentration of half-maximal effect; % of control where 0% means no effect; nearly all actives have a fitted effect of over 65% in size
#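 HeLa cells stably expressing Vif plus C-terminally eYFP-tagged A3F were seeded, incubated overnight at 37 deg C, dosed with compound, incubated overnight again at 37 deg C. Yellow fluorescence (Ex 488/Em 500-530) reported blocked Vif-mediated A3F-eYFP degradation.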
# * marks the source's active call; other numbers are inactive results; ? = inconclusive; / = not tested or not shown; & = joins results of further samples; [ ] = remark or other dose. Unless noted, calls come from the whole dose curve; as a rule, active = well fitted curve in the direction sought with a large enough effect; inconclusive = small, poorly fitted or top-dose-only effect, or another doubt; inactive = no such curve, though single readings can be large; an effect the other way counts as inactive or inconclusive. The list is partial (hit frequency here may not be typical).
structure	rTrxR1 inhibitor	USP1-UAF1 inh	RGS4 inhibitor	Vif-APOBEC3F blk	LDHA block	mIDH1 inhibitor	GRP78 ERSR act	Vif-APOBEC3G blk	TrxR1 substrate
COc1ccc(C)cc1NC(=O)c1cccc(-c2ccc(OC(C)=O)cc2)c1	36%[57.1 µM]	-9%	16%	-2%	-9	3%	3%	-16%	3%[57.1 µM]
COc1cc(OC)cc(C(=O)N[C@H](C(=O)Nc2nc3ccccc3[nH]2)C(C)C)c1	-6%[57.1 µM]	-2%	11%	-20%	0	-15%	-8%	?	1%[57.1 µM]
CCOc1ncccc1C(=O)OCC(=O)Nc1ccc(C)c(S(=O)(=O)N2CCOCC2)c1	5%	-10%	-23%	2%	6	12%	0%	0%	8%
CC(=O)Nc1ccc(C#Cc2ccc(NC(C)=O)cc2)cc1	20%	-6%	19%	-6%	-8	4%	-1%	-11%	20%
CN(C)CCNC(=O)C(=O)NCC1OCCN1S(=O)(=O)c1ccc([N+](=O)[O-])cc1 (stereo not given)	-18%	-15%	-17%	-8%	7	5%	-3%	0%	-14%
CCCCC[C@H](O)/C=C/[C@@H]1[C@@H](CCCCCCC(=O)O)[C@@H](O)C[C@H]1O	6%	-20%	7%	2%	-8	0%	-2%&0%	2%	-3%
CCNc1ccc(Br)cc(C(=O)/C=C/c2ccc(Cl)cc2)c1=O	35µM*	32µM*	?	?	11	7%	10%	?	-18%
COc1ccc(C(=O)COc2ccccc2N2C(=O)C3C4C=CC(C4)C3C2=O)cc1 (stereo not given)	6%	-10%	24%	4%	1	8%	7%	1%	-9%[57.1 µM]
Cc1ccc2[nH]c(=O)c(CN(CCCN(C)C)C(=O)Nc3cccc(Cl)c3)cc2c1	23%	-2%	-2%	-14%	-15	0%	-6%	0%	13%
COc1ccccc1C(=O)N1CCC(c2c[nH]c3ccccc23)(c2c[nH]c3ccccc23)CC1	5%	-26%	-24%	4%	1	14%	-2%	0%	-3%
CCOC(=O)c1ccc(NC(=O)NC2CC3CCC(C2)N3Cc2nnnn2C(C)(C)C)cc1 (stereo not given)	-8%	-13%	-34%	/	-5	5%	-4%	2%	-7%
COC(=O)c1ccc(NC(=O)CN2CCOCC2)cc1	1%[11.4 µM]	-15%	27%	-4%	-17	13%	0%	-1%	3%[11.4 µM]
COc1ccc(C(=O)C[n+]2ccccc2/C=N/O)cc1	-19%	-4%	0%	-13%	3	-6%	1%	-9%	-13%
Cc1cc(C)c(S(=O)(=O)N2CCCCC2C(=O)O)c(C)c1 (stereo not given)	42%[0.0914 µM]	-5%	-4%	1%	0	5%	-1%	-1%	5%[57.1 µM]
CN(C)S(=O)(=O)c1ccc(Cl)c(NC(=O)COC(=O)CNS(=O)(=O)c2c(F)cccc2F)c1	16%	-24%	-3%	-11%	1	-3%	-2%	-3%	2%
Cc1cc(=O)oc2cc(OC(C)C(=O)NCC3CCCO3)ccc12 (stereo not given)	?	3%	-5%	-7%	-2	-4%	-4%	-1%	51%
O=C(CCc1c[nH]c2ccccc12)OCc1ccc(Br)cc1	-13%	-2%	-15%	-9%	-1	2%	-5%	-6%	-7%
O=C(NCc1ccccc1)C(=O)NCC1OCCN1S(=O)(=O)c1cccs1 (stereo not given)	3%[57.1 µM]	-19%	18%	4%	-6	-1%	-1%	4%	4%[57.1 µM]
COc1ccc(NS(=O)(=O)c2cccc(C(=O)N/N=C/c3cn(-c4ccccc4)nc3-c3ccccc3)c2)cc1	34%	-28%	-27%[56.9 µM]	-13%	-3	0%	7%	0%	8%
BrC(/C=N/Nc1nc(N2CCOCC2)nc(N2CCOCC2)n1)=C/c1ccccc1	?	-25%	?	15%	-3	-1%	0%	2%	-12%

# Remaining list, next part
structure	rTrxR1 inhibitor	USP1-UAF1 inh	RGS4 inhibitor	Vif-APOBEC3F blk	LDHA block	mIDH1 inhibitor	GRP78 ERSR act	Vif-APOBEC3G blk	TrxR1 substrate
O=C(Nc1ccccc1)Nc1ccccc1C(=O)NCC1CC1	50%[activator]	-8%	12%	-3%	-2	0%	0%	-1%	15%
CCOc1ccc(C2=NC(c3cccs3)=Nc3ccc(CC)cc3N2)cc1OCC	13%	-26%	0%	0%	3	-8%	0%	-7%	-11%
O=C(Nc1ccccc1F)c1ccc(-c2ccccc2)s1	-8%	-21%	17%	0%	0	-10%	-2%	-3%	0%
Cc1ccccc1NC(=O)Cc1nc(COC(=O)c2ccc(C(F)(F)F)cc2)cs1	11%	-17%	6%	9%	0	17%	0%	0%	-2%
O=C(Nc1ccc2nc(SCC(=O)N3CCCc4ccccc43)sc2c1)c1cccc(Cl)c1	28%	-39%	10%	2%	-15	0%	-5%	1%	6%
Cc1ccc(CN(Cc2ccco2)c2cnc(S(C)(=O)=O)nc2C(=O)Nc2ccc(Br)cc2)o1	1%	-18%	-22%	-2%	1	-2%	-2%	1%	5%
CC(Sc1nc2ccccc2[nH]1)C(=O)Nc1ccc2c(c1)OCCO2 (stereo not given)	9%	-18%	-14%	/	0	-2%	2%	1%	-1%
O=c1c2ccccc2oc2nc3n(c(=O)c12)CCCS3	18%	-5%	-19%	-15%	-1	0%	-3%	-1%	8%
O=c1c2ccccc2c(-c2ccccc2)nn1Cc1ccc(Cl)cc1	12%[57.1 µM]	-25%	-29%	4%	-2	8%	-3%	0%	-23%[57.1 µM]
O=C(NCc1ccc(Cl)cc1)c1cccc(S(=O)(=O)N2CCCC2)c1	24%	-17%	-5%	2%	4	2%	-7%	0%	6%
Cc1ccc(CC(=O)Nc2ccc(F)c([N+](=O)[O-])c2)cc1C	-6%	-22%	8%[56.9 µM]	4%	1	-5%	-3%	0%	0%
COC(=O)c1c[nH]n2c(=O)c(Cl)c(C)nc12	5%[57.1 µM]	-21%	11%	-9%	-8	9%	-1%	-8%	6%[57.1 µM]
N#Cc1c(-c2ccc(Br)cc2)cc(-c2cccnc2)nc1N	17%	1%	25%	-5%	-1	2%	1%	2%	10%
Cc1ccc(Sc2c(C)[nH]n(C(C)(C)C)c2=O)cc1	-3%	-3%	4%	-10%	-3	2%	1%	1%	-5%
COc1ccc(-n2ccc(-c3nn(-c4cccc(C(F)(F)F)c4)ccc3=O)n2)cc1	-4%	-15%	-48%	-12%	-1	13%	-1%	0%	-5%
O=C(O)CC/C(=N\Nc1ccc(Cl)cc1)c1cccs1	5%	-18%	11%	18%	-10	16%	?	-12%	-1%
O=C(c1ccc(Cn2cc(Br)cn2)o1)N1N=C(C(F)F)CC1(O)C(F)F (stereo not given)	6%	-14%	10%	-2%	-4	2%	-1%	-3%	-6%
CC(C)(C)OC(=O)NCCCCCNC(=O)c1[nH]cnc1C(=O)NC1CCN(C(=O)OC(C)(C)C)CC1	-1%	-17%	4%	-1%	1	-4%	-5%	-3%	1%
O=C(NCCO)NC(=S)c1ccccc1	-17%	-11%	-36%	5%	-4	0%	4%	0%	-7%
COc1cccc(NS(=O)(=O)c2cc3c(cc2C)NC(=O)CO3)c1	5%[57.1 µM]	-23%	-10%	6%	1	6%	-2%	-1%	1%[57.1 µM]

# (next part)
structure	rTrxR1 inhibitor	USP1-UAF1 inh	RGS4 inhibitor	Vif-APOBEC3F blk	LDHA block	mIDH1 inhibitor	GRP78 ERSR act	Vif-APOBEC3G blk	TrxR1 substrate
COc1ccc(-c2nc(CS(=O)CC(=O)NCc3ccc4c(c3)OCO4)c(C)o2)cc1 (stereo not given)	2%[57.1 µM]	-17%	-12%	1%	-1	1%	0%	-7%	7%[57.1 µM]
CC1N(C)c2cc(NC(=O)c3ccco3)ccc2C1(C)C (stereo not given)	?	-16%	-22%	2%	16	8%	-4%	1%	0%[57.1 µM]
COc1ccc([N+](=O)[O-])cc1NC(=O)c1ccco1	-13%	3%	16%	-14%	-6	29%	-7%	0%	-5%
N#C/C(=C\c1ccc(-c2ccc([N+](=O)[O-])cc2Br)o1)C(=O)N1CCN(c2ccccc2)CC1	-29%	-10%	-4%	-24%	-15	-20%	-2%	-6%	-8%
O=C(CCNC(=O)c1ccc([N+](=O)[O-])cc1)NCCc1ccc(Cl)cc1	6%	-20%	1%	8%	-6	7%	-2%	-1%	8%
COc1cccc(-n2ccnc2SCC(=O)Nc2ccccc2)c1	-14%	-20%	-50%[11.4 µM]	-7%	-2	0%	-9%	0%	-13%
Cc1cc(C)n(CC(=O)Nc2ccc(N3CCOCC3)c(Cl)c2)c(=O)c1C#N	5%	6%	8%	-5%	-9	10%	-5%	0%	0%
